Bioassay records from PubChem.
LGR2 antag = inhibitors of bursicon-induced LGR2 CRE-luciferase signal, primary screen, cell-based, HEK293, CRE-luciferase reporter, bursicon stimulation; inhibition, % at 9.99 µM; Drosophila bursicon receptor LGR2 (rickets); hit rate 0.35% among 380,000; bursicon-stimulated, 4 h;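 active = drop in luminescence signal, shown as inhibition above about 50% in the replicate tests, limit read from the data, passing the limit was not always enough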;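 note: agonist challenge used bursicon conditioned medium at about half maximal strength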
CASP6 VEID inh = human caspase-6 inhibitors, primary screen, biochemical, VEID-R110 fluorescence, single point, set 2; AID 686996, 2013; hit rate 0.53% among 350,000; purified caspase-6, Z-VEID-R110 cleavage fluorescence; inhibition, % at 12.5 µM;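 active = mean inhibition across replicates at least about 35%, with every replicate also reaching that limit, limit read from the data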;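 note: 0% = median of neutral control wells and 100% = no fluorescence left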
Target sequence (P55212 24-179 limits assumed): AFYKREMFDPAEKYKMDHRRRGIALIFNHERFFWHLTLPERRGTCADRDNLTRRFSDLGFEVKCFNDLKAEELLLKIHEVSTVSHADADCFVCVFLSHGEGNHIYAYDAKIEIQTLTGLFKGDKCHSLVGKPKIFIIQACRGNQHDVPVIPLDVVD
Target sequence (P55212 194-293 limits assumed): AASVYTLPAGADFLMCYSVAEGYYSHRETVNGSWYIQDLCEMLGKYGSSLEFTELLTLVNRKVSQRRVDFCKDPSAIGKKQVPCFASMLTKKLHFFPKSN
Cneo AK release = Cryptococcus neoformans cell lysis inducers, primary screen, AK release luminescence, single concentration. C. neoformans lysis, adenylate kinase release luminescence, 4 h; normalised: neutral wells 0, clomiphene wells 100. lysis activity, % at 15 µM. hit rate 0.2% among 360,000. AID 651654, 2012;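 active = mean lysis activity across replicates of at least 80%, whatever share of replicates individually reach that level; inactive = mean lysis activity below 80%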
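Material – Cryptococcus neoformans yeast cells · Quantity – 5 × 10^6 yeast cells/mL · Buffer or medium – YPD medium · Compound – single dose · Timing – 4 h static compound exposure, 37 °C, read 1 h post-reagent · Signal – adenylate kinase release luminescence · Read-out basis – lysis from increased AK signal · Benchmarks – Clomiphene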
PGC1a acetyl inh = inhibitors of PGC1a acetylation signal, primary screen, cell-based, U2OS, AlphaScreen, inhibitor mode; AlphaScreen anti-acetyl-lysine; with virally co-expressed GCN5 acetyltransferase; hit rate 0.17% among 350,000; inhibition, % at 15.6 µM;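 active = every replicate shows inhibition of at least 40%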;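 note: 0% = neutral control wells and 100% = positive control wells; some results beyond the cut were filed as inactive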
PAX8 reporter = inhibitors of PAX8-driven TPO luciferase reporter, primary screen, RMG-I cells, single concentration. SteadyGlo, 24 h. inhibition, % at 12.6 µM. hit rate 1.2% among 360,000;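 active = mean replicate inhibition at least 60% with every replicate also reaching 60%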;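 note: luciferase light reporting Pax8 driven TPO promoter activity; plate controls were median of neutral control wells for no effect and mitoxantrone controls for full effect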
miR122 inh = miR-122 Renilla sensor signal increase in Huh7, primary screen, miR-122 inhibitor project, cell-based, single point, plate reader; activation (reporter increase), % at 12.5 µM; hit rate 0.3% among 340,000; Huh7 miR-122 Renilla luciferase sensor, 48 h; neutral wells = 0, positive control = 100; AID 602342, 2012;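 active = mean replicate activation score at least 90 and every replicate individually at or above 90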;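 note: higher luciferase means less miR-122 activity so hits act as miR-122 inhibitors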
FN deposit inh = inhibitors of fibronectin matrix deposition, primary screen, AH1F cells, Alexa488-fibronectin fluorescence, plate reader. AH1F fibroblasts, overnight. inhibition, % at 12.6 µM. hit rate 0.086% among 350,000. AID 743247, 2014;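 active = mean inhibition across replicates of 30% or more, regardless of how many single replicates reach that level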;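 note: positive control wells lacked labelled fibronectin entirely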
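Material: AH1F fibroblast monolayer depositing Alexa488-labelled fibronectin into matrix / Amount: 10000 AH1F cells per well / Signal: fluorescence 485/525 nm / Medium: DMEM, 2% serum / Compound: single dose, pinned / Incubation: 1 h cell adhesion before compound, then overnight fibronectin incubation / Reagent: Alexa488-FN, 24 nM final / Read-out: inhibition of fibronectin deposition signal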
EWS-Fli inh = EWS/Fli-driven NR0B1 reporter inhibitors, primary screen, A673 cells, NR0B1 luciferase, luminescence, MLPCN library; viability-normalised; inhibition, % at 12.6 µM; hit rate 0.67% among 350,000; AID 651661, 2012;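 active = mean inhibition of at least 50% after viability correction, with every replicate also passing that limit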;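 note: firefly luciferase signal divided by Alamar Blue viability fluorescence both relative to DMSO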
Starred values were filed as active, the others as inactive; . = no result given; & = joins results of further samples; [ ] = dose if it differs, or a comment. Not a hit list, and some 2.5% of all compounds hit somewhere here.

SMILES	LGR2 antag	CASP6 VEID inh	Cneo AK release	PGC1a acetyl inh	PAX8 reporter	miR122 inh	FN deposit inh	EWS-Fli inh
Cc1ccc(C)n1-c1ccccc1N1CCCCC1	-3.3	-5.6	.	9.1	-1.3	.	-26.3	4.7
C[C@@H]1CN([C@H](C)CO)C(=O)c2cc(NC(=O)Nc3ccc(F)cc3)ccc2O[C@@H]1CN(C)S(=O)(=O)c1cccs1	-7.8	0.6	-4.3	-3.3	.	16.8[16.7 µM]	.	6.2
Cc1ccc(NC(=O)C2CCN(C(=O)c3ccc(Cl)cc3)CC2)nc1	-3.7	-0.7	3.8	0.5	-3.3	.	2.7	7.5
C[C@@H]1CN([C@@H](C)CO)C(=O)c2cc(C#Cc3ccccn3)cnc2O[C@H]1CN(C)Cc1ccccc1	-10.5	.	.	-11.3	.	-6.2[16.7 µM]	-10.5	2.5
CCC(CC)C(=O)Nc1nnc(S(=O)(=O)Nc2ccc(OC)cc2)s1	17.1	3.7	2.6	18.5	-4.8	-2.0	0.7	7.1
O=C(O)/C(=C\c1cn(-c2ccccc2)nc1-c1cccnc1)NC(=O)c1ccccc1	5.9	2.0	1.6	-20.8	3.9	2.4	4.4	-2.1
O=C(O)CCC(=O)NCCn1c(-c2ccccc2)csc1=Nc1ccccc1	0.0	-0.4	6.8	-7.9&4.5	.	3.3	-1.2	-9.4
CCN(c1ccccc1)S(=O)(=O)c1ccc(C(=O)Nc2nnc(C3CC3)o2)cc1	.	-0.6	.	.	10.3	.	0.8	42.4
Cc1cc(C)cc(-n2nnn(C3C/C(=N/NC(N)=S)C4OCC3O4)c2=S)c1 (configuration not stated)	-2.6	-0.6	2.0	-17.4	4.6	4.3	.	15.4
C[C@@H]1CN([C@H](C)CO)S(=O)(=O)c2ccc(-c3ccccc3)cc2O[C@@H]1CN(C)C(=O)Nc1ccccc1F	11.8	1.6	20.8	18.6	.	4.6[16.7 µM]	-3.8	-4.4
COc1ccc(-c2nc(SCC(=O)N(CC(C)C)c3c(N)n(Cc4ccccc4)c(=O)[nH]c3=O)n[nH]2)cc1	5.3	0.2	.	.	0.4	.	15.3	-14.7
Cc1cc(NC(=O)CSc2nc3sc4c(c3c(=O)n2C)CCCC4)no1	-12.0	.	0.3	0.4	.	2.4	-0.6	.
O=C(NCCC1=CCCCC1)c1ccc(Cl)c(S(=O)(=O)N2CCCCC2)c1	-11.4	0.9	0.5	.	1.2	-1.5	.	.
CCNC(=O)C[C@H]1C=C[C@@H](NC(=O)C2CC2)[C@@H](CO)O1	-13.1	-1.0	0.5	-2.9	-9.6	.	1.3	-3.8
C[C@@H]1CN([C@@H](C)CO)C(=O)c2cc(NC(=O)c3ccncc3)ccc2O[C@@H]1CN(C)Cc1ccc(-c2ccccc2)cc1	11.4	-1.1	1.8	3.5	14.8	33.6[16.7 µM]	4.5	16.6
CC1=C(C)/C(=N\OS(=O)(=O)c2ccccc2)C=CC1=O	-9.2	3.0	-10.2	17.8	.	-4.9	.	.
CCOc1ccc(Br)cc1CNc1ccc2c(c1)OCCO2	43.0	2.5	-1.1	-15.0	-15.1	.	1.5	10.3
O=C(Nc1nccs1)C1=COCCO1	5.7	-0.6	0.6	-1.6	-23.2	-0.7	.	-22.6
CC(=O)c1ccc(N2CCN(Cc3cc(=O)n4c(-c5ccccc5)csc4n3)CC2)cc1	-9.2	3.6	1.1	9.9	-3.4	-12.9	11.8	15.4
COc1cccc(-c2cnc(C(O)c3cc(F)cc(Cl)c3)[nH]2)c1 (configuration not stated)	.	.	-0.4	-20.3	-13.2	8.7	3.9	3.2
O=C(CNC(=O)c1ccccc1F)NCC(c1cccs1)N1CCOCC1 (configuration not stated)	-8.6	-2.9	0.6	5.1	-2.8	3.7	4.4	-3.7
CCOc1ccc(OCC)c(NC(=O)CSCCc2ccccn2)c1	-5.2	-0.8	3.0	8.1	15.7	15.5	10.2	-6.5
Nn1c(SCC(=O)Nc2cccc(S(N)(=O)=O)c2)nnc1C1CC1	6.0	4.5	.	.	-21.1	.	.	3.0
CCCNC(=O)N1C[C@@H]2[C@H](c3ccccc31)[C@H](CO)N2C(=O)c1ccccc1	-14.2	.	-5.7	0.6	-19.9	18.6[16.7 µM]	.	-0.6
CCc1nnc(NC(=O)Cn2c(=O)oc3ccccc32)s1	14.8	.	0.1	6.9	.	4.0	.	.
CCOC(=O)c1c(NC(=O)CSc2nnc(C)s2)sc2c1CCC(CC)C2 (configuration not stated)	.	.	-1.7	4.8	.	9.7	21.1	.
CCOCC(O)CS(=O)(=O)c1ccccn1 (configuration not stated)	6.1	-0.2	0.5	-10.6	.	-7.1	.	.
CN(O)/C=N/C(=S)Nc1ccc(Cl)cc1Cl	12.2	8.5	1.5	-9.5	-26.5	66.4	-0.4	-0.3
CCc1cc2c(NC(C(=O)O)C(C)C)ncnc2s1 (configuration not stated)	.	.	0.0	-15.2	.	0.1	-5.0	.
COc1ccccc1CN=C1NC(=O)C(CC(=O)Nc2ccc(C(C)=O)cc2)S1 (configuration not stated)	12.9	3.3	12.2	1.0	-1.0	6.2	15.1	-3.2
COc1ccc(S(=O)(=O)N(C)C[C@@H]2Oc3c(NS(=O)(=O)c4ccc(C)cc4)cccc3C(=O)N([C@H](C)CO)C[C@@H]2C)cc1	3.0	0.4	0.2	5.7	.	6.6[16.7 µM]	.	2.3
COc1cc(Cn2c3ccc(NC(=O)NCCc4ccccc4)cc3c(=O)n2C)ccc1F	-6.2	3.1	0.4	-3.5	-5.2	45.2	0.0	-8.9
COc1ccc(Br)c(Cn2c(C)c(C(=O)NCc3ccccc3C(F)(F)F)sc2=O)c1	1.7	-2.8	0.0	.	32.7	.	11.5	3.7
C[C@H]1CN([C@@H](C)CO)C(=O)c2cc(-c3ccccc3)cnc2O[C@@H]1CN(C)C(=O)C1CCCCC1	4.3	-1.6	.	-1.0	12.9	.	.	-2.2
COCCNC(=O)CSc1nc2cc(OC)c(OC)cc2c(=O)n1Cc1ccc(OC)cc1	.	.	3.3	10.5	8.7	-8.0	12.1	.
CC1CCN(CC(O)COC2CC(C)CC(C)(C)C2)CC1 (configuration not stated)	-10.4	-6.7	-1.4	8.5	4.0	2.1	-15.5	6.6
CC(=O)N=c1sc2c3ccccc3ccc2n1C	-19.3	1.3	-0.3	6.1	.	-1.4	.	.
C[C@@H]1CN([C@@H](C)CO)C(=O)c2cc(NC(=O)CCC(F)(F)F)ccc2O[C@@H](C)CCCCO[C@H]1CN(C)Cc1ccc(C(=O)O)cc1	9.3	1.6	-0.7	-4.6	.	12.4[16.7 µM]	.	-2.9
Cc1cccc(NC(=O)c2ccc([N+](=O)[O-])o2)n1	.	.	2.1	-65.8	6.2	-6.2	-3.4	.
CCCNc1c(NS(=O)(=O)c2ccc(Cl)s2)c(=O)oc2ccccc12	5.6	0.3	10.3	-1.0	0.0	-0.4	4.6	.
CNC(=S)N1CCN(S(=O)(=O)c2ccc3ccccc3c2)CC1	-13.4	3.9	-0.1	8.5	-3.4	4.2	2.3	11.8
COc1ccccc1N/N=C/c1ccc2c(c1)OCO2	.	-3.3	0.4	.	12.2	1.5	17.0	-36.7
CCN1C(=O)C(CC(=O)NCCc2ccccc2)N(NC(=O)c2cccnc2)C1=S (configuration not stated)	1.5	1.6	-2.3	2.3	4.2	-3.0	7.8	-3.6
O=C1N[C@H]2CC=C[C@H]2Nc2ccccc21	4.4	9.7	1.7	-1.7	-5.8	1.7	.	-44.9
Cn1cnc(S(=O)(=O)N[C@@H]2C=C[C@H](CC(=O)NCC3CC3)O[C@H]2CO)c1	18.7	2.2	8.2	-9.6	3.7	-10.7[16.7 µM]	-13.1	0.7
Cc1nc2ccccc2c(C)c1CC(=O)N(C)CC(=O)Nc1cccc(F)c1	-12.3	4.3	.	0.9	22.3	1.7	-4.4	11.1
CCc1ccc2c(c1)cc(C)c1nnc(SCC(=O)Nc3cc(OC)c(OC)cc3C(=O)O)n12	-12.5	-2.8	.	2.7	-0.7	.	-7.3	-1.6
Cc1noc(C)c1S(=O)(=O)N(C)C[C@@H]1Oc2ccc(NC(=O)Cc3ccccc3)cc2CC(=O)N([C@H](C)CO)C[C@@H]1C	-18.0	.	-3.9	-1.3	3.9	15.7[16.7 µM]	.	-1.1
O=C1C2C(c3ccccc3)CC=CC2[C@H](c2ccc3ccccc3c2)N1Cc1ccccc1 (some centres not stated)	21.7	1.8	-2.0	-9.2	-9.9	18.3	-3.2	10.3
CCOC(=O)c1ccc(CNC(=O)Cn2nnc(-c3ccc(C)cc3)n2)o1	.	.	9.6	.	-0.2	0.1	5.5	.

Next part
SMILES	LGR2 antag	CASP6 VEID inh	Cneo AK release	PGC1a acetyl inh	PAX8 reporter	miR122 inh	FN deposit inh	EWS-Fli inh
COc1ncnc2c1ncn2CCCN(CCCc1ccccc1)CCCn1cnc2c(OC)ncnc21	-7.4	-1.4	.	-15.3	-19.6	-0.7	-6.4	1.9
C[C@@H]1CN([C@H](C)CO)C(=O)Cc2cc(NS(=O)(=O)c3ccccc3)ccc2O[C@H]1CN(C)Cc1ccc(C(=O)O)cc1	4.8	-0.3	.	2.7	.	3.4[16.7 µM]	0.6	-17.2
O=C(C(=O)N1CCC(CNS(=O)(=O)Cc2ccccc2)CC1)c1cc2ccccc2o1	-3.2	-0.9	.	.	10.0	.	10.1	2.4
C[C@@H]1CCCCO[C@@H](CN(C)Cc2ccccc2)[C@H](C)CN([C@H](C)CO)C(=O)c2cc(NC(=O)CCC(F)(F)F)ccc2O1	8.4	1.1	-1.2	2.6	18.7	5.6[16.7 µM]	14.1	-3.0
O=c1cnnc(N/N=C/c2ccccn2)[nH]1	29.4	-2.9	6.4	10.0	54.4	5.7	6.4	45.4
C=CCC(c1ccccc1)N(C(C)=O)c1ccco1 (configuration not stated)	-5.6	-2.5	1.7	8.7	-12.4	-3.0	-3.6	-1.1
C[C@@H]1CN([C@H](C)CO)S(=O)(=O)c2ccc(C3=CCCCC3)cc2O[C@@H]1CN(C)C(=O)C1CCCCC1	18.3	0.1	-2.6	5.6	.	25.4[16.7 µM]	.	11.2
COc1ccc(OCc2n[nH]c(=S)n2Cc2ccco2)cc1	-2.2	1.3	.	-4.4	-24.9	.	-5.1	-2.1
CCOc1ccccc1C=NNC(=O)c1cccc2ccccc12	0.8	-5.4	.	.	8.2	.	.	-2.5
CCOc1ccc(-n2c(SCC)nc3c(c2=O)SCC3)cc1	.	.	-2.2	-7.3	-17.0	0.2	.	.

Shown bar-delimited: part of the list above.
molecule | LGR2 antag | CASP6 VEID inh | Cneo AK release | PGC1a acetyl inh | PAX8 reporter | miR122 inh | FN deposit inh | EWS-Fli inh
C[C@@H]1CN([C@H](C)CO)S(=O)(=O)c2ccc(C3=CCCCC3)cc2O[C@@H]1CN(C)C(=O)C1CCCCC1 | 18.3 | 0.1 | -2.6 | 5.6 | . | 25.4[16.7 µM] | . | 11.2
O=C1C2C(c3ccccc3)CC=CC2[C@H](c2ccc3ccccc3c2)N1Cc1ccccc1 (some centres not stated) | 21.7 | 1.8 | -2.0 | -9.2 | -9.9 | 18.3 | -3.2 | 10.3
CCOC(=O)c1ccc(CNC(=O)Cn2nnc(-c3ccc(C)cc3)n2)o1 | . | . | 9.6 | . | -0.2 | 0.1 | 5.5 | .
